Screens deposited in PubChem by several laboratories.
core dimer inh = blocks dimerization of HCV core protein. TR-FRET GST/Flag-core106 dimerization, 1536-well. AID 1899. 300,000 compounds, 0.33% hits. inhibition, % at 5 µM;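 active = inhibition above the mean of all tested compounds plus 3 SD, set per screening campaign, cut at about 45% in these data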
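Test system: GST/Flag-tagged HCV core106 proteins; Medium: KF-containing HEPES buffer, pH 7.45, DTT, CHAPS, BSA; Times: compound-protein-antibody incubation 4 h at 22.5 °C; Detection: TR-FRET 671 and 617 nm emission; Benchmarks: wells lacking GST-core106 and wells with excess unlabelled core106.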
GRK2 inh = human GRK2 inhibition via aptamer displacement. P25098. bead flow cytometry, FAM-aptamer displacement from GRK2. inhibition of aptamer binding, % at 10 µM. 330,000 compounds, 0.59% hits. AID 488847;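 active = inhibition of aptamer binding above 40%, roughly 3 SD of noise, on plates passing a quality check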;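 note: median bead fluorescence of bound FAM aptamer so fluorescent compounds give negative values; no value below 0 was filed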
Target sequence (P25098 whole entry, looked up): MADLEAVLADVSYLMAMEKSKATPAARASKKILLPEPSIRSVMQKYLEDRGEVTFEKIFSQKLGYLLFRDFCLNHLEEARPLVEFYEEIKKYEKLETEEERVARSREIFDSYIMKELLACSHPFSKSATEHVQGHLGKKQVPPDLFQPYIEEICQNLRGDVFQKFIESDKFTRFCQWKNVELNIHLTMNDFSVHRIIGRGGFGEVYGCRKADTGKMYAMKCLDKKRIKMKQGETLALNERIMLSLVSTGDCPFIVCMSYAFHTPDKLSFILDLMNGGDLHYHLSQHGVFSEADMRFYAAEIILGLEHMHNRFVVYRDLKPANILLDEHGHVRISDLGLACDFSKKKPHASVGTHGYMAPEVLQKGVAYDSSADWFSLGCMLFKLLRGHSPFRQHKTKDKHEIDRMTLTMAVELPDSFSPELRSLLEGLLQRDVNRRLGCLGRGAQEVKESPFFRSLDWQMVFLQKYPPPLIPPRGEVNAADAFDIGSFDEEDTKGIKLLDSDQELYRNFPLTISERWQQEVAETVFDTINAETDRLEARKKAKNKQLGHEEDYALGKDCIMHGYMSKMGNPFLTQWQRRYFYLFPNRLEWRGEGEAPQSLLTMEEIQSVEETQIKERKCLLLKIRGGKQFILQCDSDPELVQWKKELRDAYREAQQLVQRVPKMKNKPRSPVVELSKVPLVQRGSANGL
proCasp7 act = activates human procaspase-7, counter-screen for procaspase-3 activators | P55210 | recombinant procaspase-7, Ac-DEVD-pNA absorbance 405 nm; D23A/D198A/D206A triple mutant, cannot self-cleave; scale: DMSO 0, 5 µM enzyme 100 | activation, % at 8.5 µM | 330,000 compounds, 0.093% hits | AID 463210;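 active = percent activation above the screen-wide mean plus 3 SD, cut at about 25% in these data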
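System: Procaspase-7 triple mutant (PC-7 D3A); measure: % activation from two-timepoint absorbance difference, scaled to controls; times: 1 h compound preincubation, 2 h substrate cleavage, 25 °C; also added: Ac-DEVD-pNA substrate, 400 µM as added; measured by: Epi-absorbance of released pNA at 405 nm, two timepoints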
PP5 primary = blocks human protein phosphatase 5 activity; purified PP5c, OMFP substrate fluorescence; inhibition, % at 6.7 µM; 320,000 compounds, 0.18% hits; AID 1987;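 active = inhibition above the campaign's mean inhibition across all tested compounds plus 3 SD, cut at about 9.5% in these data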;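 note: 0% = DMSO only and 100% = 100 µM cantharidin control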
GASC-1 inh = human JMJD2C demethylase inhibition. 330,000 compounds, 0.069% hits. GST-JMJD2C(1-420) H3K9me3 demethylation, DELFIA europium. inhibition, % at 2.35 µM. Q9H3R0;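 active = more than half of a compound's replicate wells show inhibition beyond 50%, single wells judged on their own value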;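 note: signal counts dimethyl H3K9 product captured on neutravidin plate; 0% = median of DMSO wells and 100% = 0.3 times that DMSO median; strong numbers were not always called active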
PP1 inh = counter-screen for PP5 inhibitors: inhibitors of human PP1-alpha; P62136; purified PP1alpha, OMFP fluorescence; inhibition, % at 6.7 µM; 320,000 compounds, 0.9% hits; AID 2235;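 active = inhibition above the mean inhibition of all tested compounds plus 3 SD, computed separately for each screening campaign, cut at about 15% in these data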
proCasp3 act = procaspase-3 (human) activation. P42574. recombinant procaspase-3 D3A, Ac-DEVD-pNA absorbance 405 nm. activation, % at 8.5 µM. 330,000 compounds, 0.11% hits. AID 463141;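 active = activation above the mean of all tested compounds plus 3 SD, cut at about 21% in these data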;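 note: 0% = DMSO alone and 100% = DMSO wells spiked with extra 5 µM PC-3 D3A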
Target sequence (P42574 whole entry D9A/D28A/D175A): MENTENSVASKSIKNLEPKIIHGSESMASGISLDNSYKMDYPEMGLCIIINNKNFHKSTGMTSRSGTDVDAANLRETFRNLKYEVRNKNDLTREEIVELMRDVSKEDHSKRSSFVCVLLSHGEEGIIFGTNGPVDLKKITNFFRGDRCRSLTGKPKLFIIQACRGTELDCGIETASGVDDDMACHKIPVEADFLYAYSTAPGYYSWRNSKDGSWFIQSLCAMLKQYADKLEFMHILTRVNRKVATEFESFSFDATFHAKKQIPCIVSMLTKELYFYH
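Assay system – Procaspase-3 D3A mutant, all three cleavage aspartates alanine · Controls – DMSO-only low control, 5 µM PC-3 D3A high control · Schedule – 1 h compound preincubation, 2 h substrate hydrolysis at 25 °C · Signal – 405 nm absorbance of p-nitroaniline, reads at 0 and 120 min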
VLA-4 inh = inhibition in a human VLA-4 binding assay; VLA-4 expressing cells, ligand binding flow cytometry; inhibition, % (about 7 µM as worked out from the volumes in the protocol); 330,000 compounds, 0.2% hits; in the data active = inhibition above about 50%
CTSL1 counter = blocks F. hepatica cathepsin L1 in PFM18AAP counter-screen; inhibition, % at 5.96 µM; 300,000 compounds, 0.49% hits; AID 1906; recombinant F. hepatica cathepsin L1, Z-Leu-Arg-MCA fluorescence;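 active = inhibition above the mean of all tested compounds plus 3 SD, set per screening campaign, cut at about 17% in these data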;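 note: 0% = plate median of test compound wells and 100% = 1 µM Z-Phe-Ala-diazomethylketone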
* marks the source's active call; other numbers are inactive results; . = no result given; & = joins results of further samples.

structure,core dimer inh,GRK2 inh,proCasp7 act,PP5 primary,GASC-1 inh,PP1 inh,proCasp3 act,VLA-4 inh,CTSL1 counter
O=C(Nc1ccc2nc(-c3cccs3)c(-c3cccs3)nc2c1)NC1CC1,0,13,-8,1.2,-4,2,-3,2,5
C/C(CC(=O)Nc1ccc2c(c1)OCCO2)=N\NC(=O)c1cccc(O)c1,-4,0,4,1.7,5,1,6,5,-2
COc1cc(F)c(C2=CC(=O)C[C@H](c3ccc(Cl)cc3)C2)cc1F,.,0,-11,4.0,4,3,-3,0,.
COc1cccc(NC(=O)CN(C)C(C)C(=O)N2CCCCC2)c1 (stereo not given),.,0,-10,.,8,.,6,-2,.
c1coc(CNC2CCCCCCC2)c1,-6,1,18,2.3,-3,1,8,21,0
Cc1ccc2c(=O)cc(C(=O)NC3CCS(=O)(=O)C3)oc2c1C (stereo not given),8,0,-6,-1.3,-23,-2,-10,-16,-4
COc1ccc(-c2cc(C(F)(F)F)c3c(=O)n(-c4ccccc4)[nH]c3n2)cc1,-10,0,5,-2.5,-3,-1,-8,8,4
CCOC(=O)N1CCN(C(=O)c2ccc(NC(=O)c3ccc(C)cc3)cc2)CC1,0,0,3,-0.3,15,-1,12,22,-2
c1ccc(-c2nnc(OCCN3CCOCC3)c3ccccc23)cc1,-1,4,8,1.2,4,2,2,-3,5
S=c1[nH]nc(-c2ccccn2)n1/N=C/c1c(Cl)cccc1Cl,2,0,3,2.8,-4,2,-5,2,-4
O=C(Nc1cccnc1)c1ccc(Cl)c(Cl)c1,-6,0,7,-0.7,-1,-2,-2,1,4
O=S(=O)(NC1CCCCC1NS(=O)(=O)c1ccc(F)cc1)c1ccc(F)cc1 (stereo not given),-1,4,-21,-0.2,21,-2,5,6,1
CCCCn1c(N)c(N(C)C(=O)c2ccccc2Oc2ccccc2)c(=O)[nH]c1=O,.,1,4,0.7,.,-4,2,15,.
COc1ccc(CCNC(=O)C2CC(c3ccccc3F)=NO2)cc1 (stereo not given),-16,5,-4,-0.7,17,-3,8,-21,-1
CCOC(=O)c1[nH]c(C)c(/C(O)=C2\C(=O)C(=O)N(CCCN3CCOCC3)C2c2cccs2)c1C (stereo not given),2,0,-37,-0.2,-3,-4,-49,-7,-3
Cc1ccc(OCC(=O)NNC(=O)CSc2nnc(-c3ccc(C)cc3)n2C)cc1,-16,0,9,2.5,1,1,3,18,-17
Cn1ccc(NC(=O)c2ccc([N+](=O)[O-])cc2)n1,.,1,-8,2.5,25,0,9,20,.
CC(=NC(C)C)C1=C(O)C(C)OC1=O (stereo not given),-8,0,1,2.3,2,0,0,-9,-6
CCNC(=O)Cc1ccc(Br)cc1,1,0,5,2.9,0,-1,4,3,3
COc1ccc(OC)c2[nH]c(=O)c(CCNS(=O)(=O)c3ccc(F)cc3)cc12,7,1,1,0.8,-18,3,4,3,-2
COC(=O)Nc1ccc2c(c1)N(C(=O)CCN1CCOCC1)c1ccccc1S2,12,4,-18,2.2,-17,11,-2,3,1
CCOC(=O)C(C(=O)OCC)N(C#N)c1nc(C)cc(C)n1,1,0,-2,-0.1,-4,-4,1,-11,21*
OCC1(CCc2ccccc2)CCCN(C/C=C/c2ccccc2)C1 (stereo not given),-8,0,-4,1.7,-8,3,10,-10,4
CC(C)(C)c1ccc(Oc2ccc(NC(=O)c3ccco3)cn2)cc1,-4,0,5,0.0,0,0,3,-25,0
Nc1c(C(=O)NCc2ccccc2)sc2nc(N3CCOCC3)c3c(c12)CCCC3,10,4,14,1.6,0,-4,7,-6,-1
OCCNc1nc(N2CCCCC2)nc2ccccc12,-2,0,0,3.1,19,-2,0,22,1
COc1ccc(CNC(=O)CCSCc2cccc(F)c2)cc1,-3,0,-1,0.3,9,0,4,13,1
CC[n+]1c(S(=O)(=O)[O-])ccc2ccc(C)cc21,5,0,7,-0.9,-5,0,0,3,4
CC/C(=C1/C(=O)CC(C)(C)C(C(=O)OC)C1=O)N1CCCC1 (stereo not given),-8,1,-4,2.4,1,-3,-1,-5,-3
CCOC(=O)COC(=O)c1ccc(Oc2cc(C)nc(SC)n2)cc1,4,1,13,3.1,-8,-2,1,-1,2
O=C(N=Nc1c(O)[nH]c2ccccc12)c1ccco1,-6,5,4,1.4,-5,-2,-5,10,1
CCc1ccc(-c2nc(SCC(=O)NC3CCCC3)n[nH]2)cc1,9,4,1,-0.9,-2,0,-2,-16,-2
CCOc1cccc(N(C(=O)Cc2cccs2)C(C(=O)NC2CCCCC2)c2cccn2C)c1 (stereo not given),9,0,4,4.3,5,5,0,27,-3
Cc1cccc(C(=O)O)c1NC(=O)Cc1cccc2ccccc12,1,0,6,0.5,8,-5,5,20,-3
O=C(NCc1ccco1)c1ccc2nccnc2c1,1,0,8,-0.4,-3,-4,1,-4,1
COC(=O)CN1C(=O)[C@H]2[C@@H](c3ccc(C)o3)N3C(=O)CN(CC4CC4)C(=O)[C@@]3(Cc3ccccc3)[C@H]2C1=O,-8,0,-2,0.7,2,0,9,35,-2
Cc1ccc(NC(=O)COc2ncnc3cc([N+](=O)[O-])ccc23)cc1S(=O)(=O)N1CCOCC1,6,0,1,0.8,-1,1,-2,6,1
C/C(=C\c1ccccc1)C(=O)NCCc1ccccc1,-4,0,0,-0.9,3,-1,0,8,0
COc1ccc(S(=O)(=O)NCCc2cn3cccc(C)c3n2)cc1OC,-4,0,-9,2.7,-9,0,-2,2,1
CC1(C(=O)NC2CCCCCCC2)CC1(Cl)Cl (stereo not given),-3,2,3,0.3,-10,-1,0,-6,0
Cc1nc2ccc(S(=O)(=O)NC(C(=O)NC3CCCC3)C(C)C)cc2s1 (stereo not given),0,2,2,-2.3,4,-5,2,27,-2
Cc1ccc(NS(=O)(=O)c2ccc(-c3csc(C)n3)s2)c(C)c1,1,0,-4,2.3,7,-1,-1,-1,6
COc1ccccc1NC(=S)NC1CCC(CC2CCC(NC(=S)Nc3ccccc3OC)CC2)CC1 (stereo not given),48*,4,-6,3.5,14,10,14,-7,0
CCC(C)Nc1nc2c(c(=O)n(C)c(=O)n2C)n1Cc1ccc(Cl)cc1 (stereo not given),-3,0,3,-0.4,-2&-12,-1,8,-2,0
O=C(Cn1nnc(-c2ccccc2)n1)NNC(=O)c1ccco1,1,0,7,-1.8,14,1,-3,0,-2
COc1ccccc1NC(=O)CN(c1ccc([N+](=O)[O-])cc1)S(=O)(=O)c1ccccc1,9,0,3,1.7,2,-3,0,15,2
Cc1cccc[n+]1CC(=O)Nc1cccc([N+](=O)[O-])c1,1,0,0,2.0,-1,-3,-2,7,0
Cc1ccc(/C(O)=C2\C(=O)C(=O)N(C)C2c2ccc(Br)cc2)cc1 (stereo not given),4,2,4,10*,-8,6,-2,10,0
COc1ccccc1CNC(=O)CCS(=O)(=O)c1cccs1,5,0,-4,-0.2,-17,-3,-1,-5,12
S=C(NCCSCc1ccc(Cl)cc1)Nc1ccccc1,2,0,7,3.1,5,2,0,6,5
CCN(Cc1ccccc1)C1CCN(Cc2ccc(SC)cc2)CC1,-1,0,1,-1.1,2,-1,5,5,2
CCCN(CC(=O)Nc1cc(Cl)cc(Cl)c1)CC(=O)Nc1ccc(F)c(F)c1F,-8,23,3,4.8,45,5,-2,-1,3
O=c1nc(Nc2cccc(Cl)c2)oc2cc(Cl)oc(=O)c12,5,0,-7,1.7,35,2,1,5,2
CCN(C[C@H]1N[C@@](Cc2ccccc2)(C(=O)OC)[C@H]2C(=O)N(C)C(=O)[C@@H]12)C(=O)Nc1ccc(C(F)(F)F)cc1,.,4,9,.,-1,.,-1,-9,.
CCOC(=O)CSc1c(-c2cccs2)[nH]c2ccccc12,-254,5,-3,7.3,-9,5,-1,9,0
COc1ccc(S(=O)(=O)Nc2ccc(CC#N)cc2)cc1,-5,3,-1,-0.4,-2,1,14,2,1
CC1CCCCC1NC(=O)COC(=O)CNC(=O)c1cccc(F)c1 (stereo not given),0,0,2,-2.5,-4,3,7,-2,22*
c1ccc2c(c1)ncn2CCN1CCCCC1,4,3,5,0.7,24,-1,4,-6,3
COc1ccc(S(=O)(=O)N2CCCCCC2)cc1,-6,1,4,2.0,8,3,1,3,-3
Cc1ccc(C(=O)CSc2cnc3ccccc3n2)cc1C,-1,7,-17,3.9,3,-5,-4,-14,5

Filtered by structure, those above with bromine
structure,core dimer inh,GRK2 inh,proCasp7 act,PP5 primary,GASC-1 inh,PP1 inh,proCasp3 act,VLA-4 inh,CTSL1 counter
CCNC(=O)Cc1ccc(Br)cc1,1,0,5,2.9,0,-1,4,3,3
Cc1ccc(/C(O)=C2\C(=O)C(=O)N(C)C2c2ccc(Br)cc2)cc1 (stereo not given),4,2,4,10*,-8,6,-2,10,0

Going on with the list.
structure,core dimer inh,GRK2 inh,proCasp7 act,PP5 primary,GASC-1 inh,PP1 inh,proCasp3 act,VLA-4 inh,CTSL1 counter
CCOC(=O)C1=C(C)N=C2SC(C)C(=O)N2C1c1ccc(OC(C)=O)c(OCC)c1 (stereo not given),3,3,-17,-0.2,-6,-1,-11,-10,0
CCOC(=O)c1[nH]c(=O)[nH]c1CNc1ccccc1C#N,4,0,1,-0.9,-3,-4,8,-3,-2
CC(=O)c1ccc(OCc2ncc(C(F)(F)F)cc2Cl)cc1,-10,0,0,4.5,-4,-6,-3,-8,7
OC1CCN(Cc2nc(Cc3ccccc3Cl)no2)CC1,4,9,6,-0.2,-3,-3,9,4,-1
COc1cccc2c1c(NC(=O)c1cc(C)on1)nn2C,1,0,8,-1.7,4,-4,1,4,2
NC(=O)CC(NC(=O)c1ccccc1)c1ccc(NC2CCCCC2)c([N+](=O)[O-])c1 (stereo not given),-5,2,-3,2.6,2,-4,1,5,4
Cc1ccc(-n2c(C)cc(/C=N/Nc3ccc([N+](=O)[O-])cn3)c2C)c(C)c1,33,0,-5,3.2,0,8,-19,-118,6
CC(C)(Cc1nc2ccccc2[nH]1)C(=O)O,-1,0,6,-1.8,-2,-4,4,2,-4
Cc1nc2ccccc2n1CCCOc1ccccc1,0,0,6,3.2,1,0,-5,-15,0
COc1cc(/C=C2/SC(=S)N(CC(=O)Nc3cccnc3)C2=O)cc(OC)c1OC,-9,6,-13,2.7,-2,1,-2,25,4

By substructure, the entries above containing a COOH group
structure,core dimer inh,GRK2 inh,proCasp7 act,PP5 primary,GASC-1 inh,PP1 inh,proCasp3 act,VLA-4 inh,CTSL1 counter
Cc1cccc(C(=O)O)c1NC(=O)Cc1cccc2ccccc12,1,0,6,0.5,8,-5,5,20,-3
CC(C)(Cc1nc2ccccc2[nH]1)C(=O)O,-1,0,6,-1.8,-2,-4,4,2,-4

Compounds were not picked by outcome; about 2.6% have a hit in one of these screens.
